Compound activity from PubChem BioAssay.
12-LOX inh: blocks human arachidonate 12S-lipoxygenase | purified 12hLO, xylenol orange hydroperoxide absorbance | Potency, µM (series often up to 108 µM), inactives show at the top dose activity change, negative = inhibition, hits mostly inhibitors | hit rate 1.1% among 580,000 | AID 1671190; active means well fitted inhibition curve with a large enough effect; inconclusive means small, poorly fitted or top-dose-only effect, or another doubt; inactive means no such curve, though single readings can be large or run the other way
Target sequence (P18054 whole entry, looked up): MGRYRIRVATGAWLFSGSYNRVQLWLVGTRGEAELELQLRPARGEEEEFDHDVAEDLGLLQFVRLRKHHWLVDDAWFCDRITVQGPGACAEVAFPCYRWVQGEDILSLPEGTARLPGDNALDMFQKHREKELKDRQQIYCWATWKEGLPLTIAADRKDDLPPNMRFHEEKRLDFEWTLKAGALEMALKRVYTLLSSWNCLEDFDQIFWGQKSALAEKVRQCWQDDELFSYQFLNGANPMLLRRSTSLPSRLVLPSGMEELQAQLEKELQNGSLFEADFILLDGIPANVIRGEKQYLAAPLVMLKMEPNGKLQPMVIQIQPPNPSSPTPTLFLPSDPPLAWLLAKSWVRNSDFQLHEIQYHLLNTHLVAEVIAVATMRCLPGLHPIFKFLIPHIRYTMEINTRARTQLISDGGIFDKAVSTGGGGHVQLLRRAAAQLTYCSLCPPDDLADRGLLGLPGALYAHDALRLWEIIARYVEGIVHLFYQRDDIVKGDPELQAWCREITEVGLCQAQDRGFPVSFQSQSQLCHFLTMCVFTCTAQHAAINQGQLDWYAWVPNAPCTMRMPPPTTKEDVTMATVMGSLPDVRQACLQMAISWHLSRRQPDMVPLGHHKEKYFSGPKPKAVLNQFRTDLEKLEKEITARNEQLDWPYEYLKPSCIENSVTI
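Hydroperoxide product was detected by ferrous iron/xylenol orange as the 573 to 405 nm absorbance ratio. Arachidonic acid at 40 uM (final) was turned over for 30 min at room temperature by 150 nM human 12hLO, pH 7.0 Hepes buffer, after 15 min compound preincubation.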
The depositor's hits bear a star; ? = inconclusive; [ ] = dose if it differs, or a comment. On the % scale 0 is the no-effect control and ±100 the full control effect; potency means the concentration at half of the fitted maximal effect. Some of the compounds tested (hit frequency here may not be typical).

12-LOX inh	SMILES
22µM*	COc1ccc2[nH]c(C(=O)N3CCN4CCS(=O)(=O)N(C5CC5)C(=O)C4C3)cc2c1 (configuration not stated)
28%	Cc1nc(C)c(C(=O)N2CC(Oc3ccccc3-c3nc(C4CC4)no3)C2)s1
-4%	CC(=O)c1cccc(Nc2nccc3c2cc(-c2cccc(C(F)(F)F)c2)n3C)c1
3%[176 µM]	O=c1ccc(-c2cc(-c3cccc(C(F)(F)F)c3)cn3cncc23)c[nH]1
48%[activator]	CO[C@H]1[C@H](NC(=O)C2CCN(C(C)=O)CC2)c2ccccc2C12CCNCC2
11%	NC(=O)C1CCN(c2cc(-c3noc([C@@H]4CCCN4Cc4ccc(F)c(F)c4)n3)ccn2)CC1
?	O=C1CC2(CCN(Cc3cccc(OCc4ccccc4Cl)c3)CC2)CN1
-18%	Cc1cc(O)cc(=O)n1-c1cccc([N+](=O)[O-])c1
36%[activator]	CCC1CN(Cc2cn(-c3ccccc3C)nc2-c2ccc(OC)c(F)c2)CCO1 (configuration not stated)
-2%	NC(=O)[C@@H](Cc1c[nH]c2ccccc12)NC(=O)[C@H]1CN(C(=O)C2CCNCC2)CCN1C(=O)C1CCNCC1
7%	Cc1nc(CC2CCN(C(=O)c3ccco3)CC2)n[nH]1
47%[activator]	O=C1c2c(nc(CNc3ccc(F)cc3)n2Cc2ccccc2)NCCN1CCN1CCCCC1
17%	CCOc1ccc(C(=O)NC2CCCN(c3cc(-c4ccc(OC)cc4)[nH]n3)C2)cc1 (configuration not stated)
33%[activator]	CCNC(=O)N1CCc2nc(OCC)ccc2C1
-6%[176 µM]	O=C(Nc1ccc(Oc2ccccc2)cc1)O[C@@H]1CO[C@H]2[C@@H]1OC[C@@H]2NCC1CC1
0%	CC(C)C[C@@H]1COc2cc(NC3CC3)ccc2S(=O)(=O)N1
16%[176 µM]	CC(C)Cn1c(=O)[nH]c2cccnc21
51%[activator]	Cc1cc(C)n(CC(=O)N[C@@H]2CN(Cc3ccccc3)C[C@H]2CN(C)C)c(=O)n1
37%[activator]	COc1ccc2[nH]c3c(c2c1)CCNC31CCN(C(=O)c2ccccc2F)CC1
?	O=C(CC(c1cccc([N+](=O)[O-])c1)c1cn(Cc2ccc(F)cc2)c2ccccc12)N1CCCC1 (configuration not stated)
-1%	O=C(c1ccccc1)N1CCC(Cc2nc(C3CCOCC3)no2)CC1
24%	Cc1ccc(NC(=O)Nc2ccc(C)n(CC(=O)Nc3ccc4c(c3)OCO4)c2=O)cc1
40%[176 µM]	CC1(C)C[C@H](NCC2CCCCC2)[C@@]2(CCC(=O)NC3CC3)CC[C@](C)(O)C[C@@H]12
12%	C[C@]12Cc3ccccc3C1CC1=N[C@@H](c3ccc(C(F)(F)F)cc3)O[C@@]13C[C@@H]2C(=O)N3Cc1ccncc1 (some centres not stated)
?	CC(=O)N1Cc2ccccc2CC2(CCN(Cc3ccc(C(F)(F)F)nc3)CC2)C1

As a working copy, some entries already given:
12-LOX inh	SMILES
17%	CCOc1ccc(C(=O)NC2CCCN(c3cc(-c4ccc(OC)cc4)[nH]n3)C2)cc1 (configuration not stated)
33%[activator]	CCNC(=O)N1CCc2nc(OCC)ccc2C1
-6%[176 µM]	O=C(Nc1ccc(Oc2ccccc2)cc1)O[C@@H]1CO[C@H]2[C@@H]1OC[C@@H]2NCC1CC1
0%	CC(C)C[C@@H]1COc2cc(NC3CC3)ccc2S(=O)(=O)N1
16%[176 µM]	CC(C)Cn1c(=O)[nH]c2cccnc21
51%[activator]	Cc1cc(C)n(CC(=O)N[C@@H]2CN(Cc3ccccc3)C[C@H]2CN(C)C)c(=O)n1
37%[activator]	COc1ccc2[nH]c3c(c2c1)CCNC31CCN(C(=O)c2ccccc2F)CC1
?	O=C(CC(c1cccc([N+](=O)[O-])c1)c1cn(Cc2ccc(F)cc2)c2ccccc12)N1CCCC1 (configuration not stated)
-1%	O=C(c1ccccc1)N1CCC(Cc2nc(C3CCOCC3)no2)CC1
24%	Cc1ccc(NC(=O)Nc2ccc(C)n(CC(=O)Nc3ccc4c(c3)OCO4)c2=O)cc1
40%[176 µM]	CC1(C)C[C@H](NCC2CCCCC2)[C@@]2(CCC(=O)NC3CC3)CC[C@](C)(O)C[C@@H]12
12%	C[C@]12Cc3ccccc3C1CC1=N[C@@H](c3ccc(C(F)(F)F)cc3)O[C@@]13C[C@@H]2C(=O)N3Cc1ccncc1 (some centres not stated)
?	CC(=O)N1Cc2ccccc2CC2(CCN(Cc3ccc(C(F)(F)F)nc3)CC2)C1

(more compounds)
12-LOX inh	SMILES
?	CCCN1C(=O)NC(CC(=O)N2CCC(O)(c3ccc(C)cn3)CC2)C1=O (configuration not stated)
2%	CCN1C(=O)C(CC(=O)NCC2CCCO2)Sc2ncccc21 (configuration not stated)
44%[activator]	COCCc1noc(C2Cc3ccccc3N2C(=O)Nc2ccc(OC)c(OC)c2)n1 (configuration not stated)
72%[activator][176 µM]	Cc1ccc(-c2noc([C@@H]3Cc4nc[nH]c4CN3Cc3ccc(CO)o3)n2)cc1
13%	CCc1noc(-c2ccn3c(CNC(=O)Cc4ccccc4OC)nnc3c2)n1
12%	CCOc1ccc(C2Cn3nnc(-c4nc(CC)no4)c3CO2)cc1 (configuration not stated)
?	CCc1ccc(NC(=O)Cn2c(=O)c(-c3noc(CC)n3)c3n(c2=O)CCCC3)cc1
38%[activator]	CC(=O)N1C[C@@H]2CCCN3CCC[C@@H]([C@H]23)[C@H]1CCCC(=O)NCCc1nc2ccccc2n1C
?	COC(=O)C1=C(C)N(Cc2ccccc2C(F)(F)F)C(=NCc2ccc(C(F)(F)F)cc2)NC1c1cccc(F)c1 (configuration not stated)
-1%[176 µM]	Cn1cc(CN2CCOc3cc([S+](=O)([O-])Nc4ccccc4)ccc3C2)cn1
24%	Cc1cc(Cl)ccc1OCC(=O)N1[C@@H]2CC[C@H]1CC(NC(=O)c1ccc(F)cc1)C2 (some centres not stated)
44%[activator]	CS(=O)(=O)N1C[C@H]2CCN(C(=O)c3ccncc3F)C[C@H]21
-2%[176 µM]	N#Cc1cccc(CN[C@@H]2CO[C@H](CNC(=O)C3CC3)[C@H]2O)c1
30%	CCOC(=O)C1(Cc2ccc(Cl)cc2)CCNCC1
6%	Cc1c(C(C)NC(=O)c2cc(C(C)C)[nH]n2)cnn1-c1ccccn1 (configuration not stated)
31%[activator]	O=C(CC1CCN(C(=O)C2CCC2)C1)NCc1ccccc1 (configuration not stated)
43%[activator]	Cc1ccccc1S(=O)(=O)N1CCn2nnc(CCC(=O)NC3CC3)c2C1
13%	O=C(COc1ccc(F)cc1)N1CC(c2noc(COc3ccccc3)n2)C1
17%	CCc1ccc(CN2CCC3(CC2)CN(C(C)=O)CC3COC)cc1 (configuration not stated)
4%	Cc1cccc(CC(=O)N2CCCn3cc(-c4cccc(C#N)c4)nc32)c1
51%[activator]	O=C(c1ccccc1OCC1CCCN(Cc2ccsc2)C1)N1CCCC1 (configuration not stated)
-6%	CC1=C[C@@H](CNS(=O)(=O)c2cccs2)[C@H](C(C)C)C[C@H]1CC(=O)NCCN1CCOCC1
91%[activator]	O=C(c1cccc(-c2cccc(-n3cnnc3)c2)c1)N1CCCCC1
39%	COc1ccc(C(=O)N2CCC3(CC2)NCCc2c3[nH]c3ccccc23)cn1
-3%[176 µM]	Cc1cc(CNC(=O)c2cc(-c3cccnc3)cc3c2OCCN3C)no1
26%[176 µM]	COc1ccc(CN2C(=O)[C@@H]3C[C@@H](CN3C3COC3)Oc3ccccc32)cc1
12%	CCN1CCN(CCNC(=O)CN2CCCc3nc(C4CC4)ncc3C2=O)CC1
13%	CCC(C)NC(=O)CN1CN(c2ccccc2)C2(CCN(C(=O)c3cccc(OC)c3)CC2)C1=O (configuration not stated)
?	O=C(CCc1nc(C2CCOC2)no1)NC1CCCCCCC1 (configuration not stated)
43%[activator]	COc1ccc(-c2noc([C@@H]3CCCN3C(=O)c3cccc(C)c3)n2)cc1
3%[6.33 µM]	O=C(C1CCCC1)N1CC2(CCN(CC3CC3)CC2)Cc2ccccc21
?	O=C1CO[C@H]2CCN(Cc3ccccc3Cl)CC[C@@H]2N1c1ccccc1
33%	Cc1cn2nc(C(=O)NCCCc3ccccc3)cc2c(N2CCSCC2)n1
-14%[57.4 µM]	CON=C(C(=O)N[C@@H]1C(=O)N2C(C(=O)OCOC(=O)C(C)(C)C)=C(C=Cc3scnc3C)CS[C@H]12)c1csc(N)n1
20%	O=C(C1CC1)N1CCc2nc(C3CC3)nc(-c3ccc(Cl)cc3)c2C1
35%	CCc1noc(-c2cn(C3CCN(C(=O)c4ccc[nH]4)CC3)nn2)n1
1%	C=CCN(CC#CCN(C)C(=O)c1cccn1C(=O)OC(C)(C)C)Cc1ccc(OC)cc1OC
41%[activator]	O=C(c1ccccc1C(F)(F)F)N1C[C@@H](CO)[C@H](c2ccccn2)C1
0%[6.33 µM]	CC(=O)N1Cc2ccccc2CC2(CCCN2Cc2ccccc2)C1 (configuration not stated)
39%[activator]	COCc1cc(=O)n(CC(=O)Nc2cccc(F)c2)c(N2CCOCC2)n1
-5%	O=C(O)c1cccc(C(=O)N2C[C@@H]3C[C@H](C2)c2ccc(NC(=O)c4cccs4)c(=O)n2C3)c1
-18%[176 µM]	COCC(=O)N1CC[C@H]2COC(=O)N2c2cc(F)ccc2C1
5%	O=C1CC(c2ccccc2)N(C(=O)CNS(=O)(=O)Cc2ccccc2)CCCCCN1 (configuration not stated)
23%	CNC(=O)N1CCc2nc(N(C)C)[nH]c(=O)c2CC1
8%	COC[C@@H]1CN(S(=O)(=O)c2ccccc2)C[C@H]1c1ccncc1
17%[176 µM]	CC1(C)[C@H](Cc2cc(CCO)on2)C[C@@H]1NCc1ccco1
26%	O=C1NCCCCCCN(C(=O)CCc2ccccc2)[C@H]2C[C@H](c3nc(-c4cnccn4)no3)C[C@@H]12
17%	CC(C(=O)NCCc1cccnc1)C1CCOCC1 (configuration not stated)
48%[activator]	CCn1ccc(C(=O)N2CCC3(CCC3NC(=O)COC)CC2)n1 (configuration not stated)
88%[activator][176 µM]	CN(C)c1ccc(CN2CC[C@H](c3nc4ncccc4[nH]3)C2)cc1

(next part)
12-LOX inh	SMILES
42%[activator]	COc1ccc(NC(=O)c2cccc3c2CCN3C(=O)c2ccc(F)cc2)c(OC)c1
78%[activator]	CCOCC(=O)N1[C@@H]2CC[C@H]1CC(NC(=O)c1cnc(C)cn1)C2 (some centres not stated)
23%	CC(C)(C)NC(=O)N1CCCOCCNC(=O)[C@@H]2CCC[C@@H]21
15%[12.5 µM]	COC(=O)C[C@H]1CN(C(=O)OC(C)(C)C)CCN1
10%	O=C(C1CC1)N1CCC(N2CC(OCC3CC3)C23CCOCC3)CC1 (configuration not stated)
37%[activator]	COC[C@@H]1CN(C(=O)COc2ccccc2)C[C@H]1C(N)=O
-5%	COC(=O)[C@]12C[C@H](CC(=O)NCc3cccc(C(F)(F)F)c3)C(=O)N(Cc3ccccc3)C1=C[C@H](C(C)(C)C)O[C@@H]2C
-1%[6.33 µM]	COc1ccc(S(=O)(=O)N2CCC(C)(C(=O)O)CC2)cc1
?	CC(C)(C)c1ccc(C(=O)Nc2nc3c(s2)C[C@@H]2[C@](C)(CO)[C@H](O)CC[C@@]2(C)[C@@H]3CC(=O)N2CCC(C(N)=O)CC2)cc1
25µM*	O=C1NC2(CCN(CC3CCCC3)CC2)Oc2ccccc21
-23%	COC(=O)c1cc2c(c3c4ccccc4n(S(=O)(=O)c4ccc(OC)cc4)c13)C(=O)N(Cc1ccc(C(F)(F)F)cc1)C2
11%[176 µM]	CC1(C(=O)NCc2cnccn2)CCc2cnc(NCc3ccccc3)nc21 (configuration not stated)
5%[176 µM]	Fc1ccc(CN2CC[C@H](c3nnc(-c4ccc(Cl)cc4)o3)C2)cc1
31%	CCc1nc2c(c(-c3ccc(Cl)cc3)n1)CCN(Cc1ccns1)CC2
?	CCN(Cc1ccccc1)C(=O)CC1CCCN(c2cnn(CC)c(=O)c2)C1 (configuration not stated)
?	O=C1COC[C@H]([C@H](O)c2ccc(NC(=O)c3ccnc(Cl)c3)cc2)N1
23%	COCCC(=O)N1CCC(N2CC3CC(C2)[C@H]2CCCC(=O)N2C3)CC1 (some centres not stated)
9%	Cc1ccc(C2=NC3(CCN(C(=O)c4ccccc4C)CC3)ON2)cc1
30%	COc1cccc(CN2CCCC3(CCN(S(=O)(=O)N(C)C)C3)C2=O)c1 (configuration not stated)
17%	CCc1ccccc1NC(=O)Cn1cccc1-c1nc(-c2ccccc2)no1
28%	O=C(c1ccc(N2CC3CC(C2)[C@H]2CCCC(=O)N2C3)nc1)N1CCN(c2ccccc2)CC1 (some centres not stated)
-2%	CCS(=O)(=O)N1CCCOCCNC(=O)[C@@H]2CCCC[C@@H]21
15%	CNc1ccc(C)cc1C(=O)N1CCN(C)C2(CCN(C)CC2)C1
4%	Cc1ccccc1Cn1nc(C2CCOC2)nc1C1(C(N)=O)CC1 (configuration not stated)
3%	O=C(NC1C[C@H]2CC[C@@H](C1)N2C(=O)C1CCCC1)c1ccncc1 (some centres not stated)
44%[activator]	COCC(=O)N[C@H]1C[C@@H](CO)N(Cc2ccc(C)o2)C1
23%	Cc1occc1C(=O)N1CCC(CCC(=O)N2CCN(c3ccccc3)CC2)CC1
-7%	COc1ccc(C(=O)N2CCC([C@H]3[C@@H](OC)C(=O)N3C(C)C)CC2)c(OC)n1
18%[176 µM]	Cn1cnc2cc(-c3ccc(F)cc3)cc(C(=O)NCC3CCOCC3)c21
25%[176 µM]	c1cncc(COc2cc3c(cn2)NCCN(Cc2ccsc2)C3)c1
8%[176 µM]	COc1ccc(C(=O)N2CCOCC3(CN(Cc4cccc(C#N)c4)C3)C2)cc1OC
57%[activator]	COc1ccc(-c2cc(N3CCCC(NC(=O)c4ccccn4)C3)n[nH]2)cc1 (configuration not stated)
55%[activator]	COc1ccc(-c2noc([C@@H]3CCCN3C(=O)c3ccc(C(C)(C)C)cc3)n2)cc1
47%[activator]	COc1ccc(-c2cc(N3CCC(NC(=O)c4cccc(F)c4)C3)n[nH]2)cc1 (configuration not stated)
